# Assay outcomes from PubChem BioAssay.
# Autophagy mod – alters autophagy in cells | MEF GFP-LC3 puncta imaging; test concentration mostly 10 µM | AID 463193 | calls only at 10 µM (by protocol) | 190,000 compounds, 0.98% hits;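 active = percentage of spot-positive cells more than 3 SD above its plate mean, without a fluorescence outlier flag or 80% toxicity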;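 also: spot-positive cell cutoff set from DMSO-treated cells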
# Ins promoter up – MIN6 insulin promoter up-regulation. MIN6 insulin promoter-GFP reporter, high-content imaging; hits give high values. z-score at 5 µM. 190,000 compounds, 0.3% hits. AID 1625;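 active = z-score above 3 at 5 µM with at least 500 cells counted in the well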
# bCat nuc transl – modulators of beta-catenin nuclear translocation | HeLa beta-catenin nuclear translocation, immunofluorescence imaging | nuclear translocation activity, % at 5 µM | 190,000 compounds, 0.3% hits;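 active = nuclear translocation activity above 50% at 5 µM, with a well cell count of 50 or more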;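 also: per-cell ratio of nuclear to cytoplasmic median beta-catenin stain intensity; plate controls were DMSO negative control for no effect and GSK-3 inhibitor IX positive control for full effect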
#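 Test system: HeLa cells, endogenous beta-catenin; Compound: single 5 µM dose plus 0.02–20 µM confirmation series; Times: compound exposure 24 h at 37°C; Signal: fluorescence imaging of beta-catenin antibody stain plus DAPI; Read-out: % activation, nuclear-to-cytoplasmic median beta-catenin signal ratio per cell.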
# Lipid droplet – modulators of hepatic lipid droplet formation; AML12 mouse hepatocytes, oleate lipid droplets, BODIPY imaging; inhibition, % at 6.5 µM; 240,000 compounds, 0.4% hits; AID 1656;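 active = lipid droplet intensity inhibited by at least 50%, with more than 500 cells counted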
#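 Assay system: AML12 hepatocytes (mouse); Probe or stimulus: oleic acid at 100 µM to induce lipid droplet formation; Dosing: compound at 6.5 µM only; Schedule: compound with oleate, overnight; Detection: fluorescence imaging, 20x objective, two fields per well; Measure: % inhibition of lipid droplet signal.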
# PhoP inhibition – PhoP-dependent GFP reporter repression – Salmonella Typhimurium, primary screen (AID 1863). S. Typhimurium PhoP-regulated promoter GFP reporter, 4 h; higher % means a stronger effect. one-dose inhibition, % at 50 µM; IC50 in µM for titrated hits. 300,000 compounds, 0.16% hits;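 active = inhibition over 29.93%, a cutoff 3 SD above the screen mean, later confirmed by dose response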;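 also: 0% = low Mg2+ inducing control and 100% = high Mg2+ repressing control; strong numbers were not always called active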
# Dynein transport – dynein cargo transport inhibition | 3617.4 mouse cells, GR-EGFP nuclear translocation imaging; test concentration mostly 20 µM; stimulated with dexamethasone, 1 µM; hits give low values | z-score, hits read low | 220,000 compounds, 0.47% hits | AID 1381;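 active = plate z-score of nuclear minus cytoplasmic receptor signal below a set negative limit, without overly bright fluorescence or cell loss, cut at about -3.5 in these data, passing the limit was not always enough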;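 also: z-score of nuclear minus cytoplasmic ring GR-EGFP intensity difference per well; some compounds called inactive have numbers as strong as hits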
#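 Buffer or medium: tet-free medium with charcoal-stripped serum / Also added: dexamethasone agonist, 1.0 µM final, for 30 min / Timing: induction 48 h, compound 1 h, agonist 30 min / Measured by: high-content fluorescence imaging after fixation / Read-out: nuclear-to-cytoplasmic GR-EGFP distribution per well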
# T cell modulator – T cell immune modulation candidate; calls only at 7 µM; 2C CD8+ T cell-vesicle binding, flow cytometry; hits give low values; 330,000 compounds, 0.068% hits; AID 2052;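 active = response, share of CD8 T cells binding vesicles, and their 90th percentile fluorescence all below set limits, cut at about 80% in these data, passing the limit was not always enough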
#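 Assay system: 2C TCR transgenic mouse naive CD8+ T cells, MACS-purified | Read-out: CD8+ gate FL2 mean fluorescence as % of same-row positive control | Signal: High-throughput flow cytometry with anti-B7-1 and anti-CD8 staining | Timing: Binding step 1.5 h, 37 °C, antibody labelling 20 min, ice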
# ER stress rescue – rescue of cells from ER stress-induced death, primary screen, 384-well, CSM14.1, thapsigargin, ATP luminescence (AID 1222); CSM14.1 thapsigargin-induced death rescue, ATP luminescence; higher % means a stronger effect; cellular ATP content (survival), % at 20 µM, or EC50 in µM where a hit was titrated; 190,000 tested, under 10 active;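 active = EC50 below 50 µM in the dose-response confirmation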;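 also: death triggered by thapsigargin at about 15 µM added after 2 h compound pretreatment; cell ATP read after overnight thapsigargin exposure of roughly 18 to 22 hours; normalized against plate controls of thapsigargin alone and 5% DMSO vehicle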
# MT stabilizer – microtubule stabilizers in HeLa cells; % tubulin-high responders, % at 10 µM; AID 2205; HeLa tubulin immunostaining HCS, 24 h; share of cells brighter than vehicle mean+2SD; 200,000 compounds, 0.83% hits;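 active = plate Z-score above 3 for both tubulin-high and condensed-nucleus cell shares, with cell loss under 80%, at 10 µM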;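 also: anti alpha tubulin signal scored within the nucleus-defined area of each cell; some results filed as inactive read as strong as hits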
# Dynein transport cytoplasmic EGFP – further read-out of Dynein transport, marked with its call; z-score; measured here: cytoplasmic GR-EGFP intensity; hits give high values
# Dynein transport nuclear GR-EGFP – further read-out of Dynein transport, marked with its call; z-score; measured here: nuclear GR-EGFP intensity;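 lower value marks the stronger effect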
# Dynein transport cell count – also measured in Dynein transport; calls as there; z-score; measured here: cell count per field
# Ins promoter up cell count – recorded beside Ins promoter up, whose call it bears; cell count; measured here: cytotoxicity, nuclei count;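 total cells summed across four imaged fields per well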
# Lipid droplet cells 6.5 µM – second read-out of Lipid droplet, no call of its own (marks repeat the call); cell count; measured here: cell count, cytotoxicity flag;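 cells counted across two imaged fields per well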
# bCat nuc transl cell count 5 µM – also measured in bCat nuc transl; calls as there; cell count; measured here: cell count, cytotoxicity flag
# T cell modulator vesicle-bound % – further read-out of T cell modulator, marked with its call; double positive events, %; measured here: CD8+ vesicle-bound cell fraction;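 binding gate set so that unloaded-vesicle control wells show 10% double positive cells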
# MT stabilizer Hoechst-high % – second read-out of MT stabilizer, no call of its own (marks repeat the call); % Hoechst-high responders; measured here: nuclear condensation Hoechst responders;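 share of cells brighter than vehicle mean plus two SD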
# MT stabilizer cytotoxicity % – further read-out of MT stabilizer, marked with its call; toxicity, %; measured here: cytotoxicity by cell density;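 0% = mean cell density of plate MIN control wells and 100% = no cells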
# Autophagy mod cell loss 18 h – recorded beside Autophagy mod, whose call it bears; toxicity, %; measured here: cell loss, nuclei count;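 cell loss after 18 h compound exposure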
# * hit, by the source's call; i = inactive; / = not tested or not shown. No enrichment for hits (roughly 3% active in at least one column).
SMILES,Autophagy mod,Autophagy mod cell loss 18 h,Ins promoter up,Ins promoter up cell count,bCat nuc transl,bCat nuc transl cell count 5 µM,Lipid droplet,Lipid droplet cells 6.5 µM,PhoP inhibition,Dynein transport,Dynein transport cytoplasmic EGFP,Dynein transport nuclear GR-EGFP,Dynein transport cell count,T cell modulator,T cell modulator vesicle-bound %,ER stress rescue,MT stabilizer,MT stabilizer Hoechst-high %,MT stabilizer cytotoxicity %
COC(=O)c1ccc(CSc2ncn[nH]2)o1,i,-9,1.6,1292,-1.4,1105,/,/,2%,-1.3,-0.31,-0.49,0.29,i,42,2.0%,5.4,3.7,7.8
CN(C)c1ccc(CNn2cnnc2)cc1,i,-6,-1.1,1064,-3.2,1202,4,771,3%,-0.83,-0.24,-0.44,0.66,i,10,1.9%,2.7,1.9,2.6
O=c1c2ccccc2nnn1CSc1nc2ccccc2c(=O)n1CCCO,i,-7,-0.54,1294,0.0,1144,2,681,2%,-0.023,-0.16,0.044,0.4,i,48,6.0%,3.0,1.4,4.0
Cn1cccc1/C=N/N1CCN(c2ccccc2)CC1,i,6,0.07,1164,1.9,984,8,666,-5%,0.11,-0.27,0.28,0.41,i,49,0.1%,4.0,2.0,4.2
Cc1ccc([N+](=O)[O-])cc1NC(=O)CN1CCC(C)CC1,i,27,0.6,1089,3.0,1300,/,/,16%,0.088,-0.045,-0.24,0.63,i,23,-2.3%,2.7,2.2,0.2
COc1cc(C(=O)O/N=C2/C=CC(=O)C(C)=C2C)cc(OC)c1OC,i,11,0.6,1435,-1.4,841,/,/,-10%,-2.1,0.19,-0.72,0.47,/,/,0.3%,3.4,2.1,3.4
CN(C)c1ccc(N/C=C/C(=O)C(C)(C)C)cc1,i,5,1.2,879,1.6,995,-1,815,-9%,0.4,-0.17,0.17,-0.32,i,36,-1.1%,1.2,1.9,20
C#CCOc1ccc2c(C)cc(=O)oc2c1,i,-1,-0.69,1115,0.6,1143,/,/,7%,-0.38,-0.12,-0.28,0.15,i,35,-0.9%,1.3,1.7,5.9
CSc1ccc(C2C3(C#N)C(N)=NC4(OCCO4)C23C#N)cc1 (stereo unspecified),i,-5,-0.25,1394,0.0,1367,/,/,1%,-0.63,-0.27,-0.35,0.4,i,43,-1.9%,2.9,3.1,7.9
CCCCCOc1ccc(C(=O)NCC(=O)NCC(=O)OCC)cc1,i,1,0.14,906,8.7,837,/,/,5%,-0.25,-0.41,-0.13,-0.13,i,46,-0.3%,36*,18*,54*
Cc1ccccc1CSc1ccc(-c2ccc3c(c2)OCO3)nn1,i,24,0.52,1469,1.2,1028,-14,597,-3%,0.53,-0.24,0.4,0.15,i,44,-3.3%,2.0,1.8,3.0
COc1ccc(/C=N/NC(=O)c2nc(-c3ccccc3)n(-c3ccccc3)n2)cc1OC,i,6,-0.09,1470,-1.6,1114,-10,488,-7%,0.58,-0.23,0.52,-0.23,i,23,-2.3%,1.7,2.6,9.4
CCOC(=O)c1cccnc1SC(CC)C(=O)N1CCOCC1 (stereo unspecified),i,-15,-0.4,1482,-2.2,936,/,/,-5%,1.1,-0.17,0.73,-1.5,i,30,-0.5%,5.2,1.7,7.2
Cc1ccc(O)c(C(=O)c2cnc3c(c2)c(C)nn3-c2ccccc2)c1,i,-3,-0.23,1228,-1.9,973,4,659,-1%,0.024,-0.22,0.089,0.86,i,45,-3.9%,5.2,2.2,2.6
Cn1c(=O)c2c(nc(CN3CCN(c4ccccc4F)CC3)n2CCCc2ccccc2)n(C)c1=O,i,23,/,/,/,/,/,/,/,-0.31,-0.18,-0.36,-0.51,i,58,/,3.6,1.8,5.7
CCSc1nc(-c2ccccc2)nc2c1CCCC2,i,12,1,1037,-1.9,1131,-19,712,-2%,-0.44,-0.3,0.13,0.86,i,38,-0.5%,3.9,3.2,6.3
Nc1nc(NCc2ccc(Cl)cc2)nc(NCCO)c1[N+](=O)[O-],/,/,-2.3,1041,1.1,1343,2,796,-6%,0.64,-0.23,0.22,0.066,i,33,/,/,/,/
Cc1ccc(NCc2ccccc2O)cc1C,i,-1,0.72,1219,0.3,1059,-3,788,3%,1.1,-0.13,0.82,-0.4,i,30,-1.5%,2.5,2.4,4.7
CC(C)(C)NC(=S)N/N=C/c1c(Cl)cccc1Cl,/,/,-0.33,1368,2.9,1074,13,675,-11%,0.7,-0.23,0.34,-0.71,i,25,/,/,/,/
CN(C1CCCCC1)S(=O)(=O)c1ccc(S(=O)(=O)N2CCCC2)cc1,i,2,/,/,/,/,-15,704,0%,-0.71,-0.27,-0.19,0.058,i,29,/,1.8,1.8,9.6
O=C(COC(=O)c1ccc(S(=O)(=O)NCc2ccco2)cc1)NCC1CCCCC1,i,30,0.05,1015,0.6,1183,-1,783,9%,-0.92,-0.17,-0.3,1.2,i,38,-1.7%,1.5,1.9,1.4
Cc1nc(S(=O)(=O)Nc2ccc3c(c2)OCCO3)cn1C,/,/,-0.5,986,-1.0,1387,-1,700,-9%,0.32,-0.12,0.49,-0.051,i,24,/,/,/,/
CCCc1c(C(=O)Nc2ccc(N3CCOCC3)cc2)cnn1-c1ccccc1,/,/,0.18,1465,0.2,1269,2,736,11%,2.5,-0.22,0.82,-1.3,i,21,/,/,/,/
CC(C)(C)C(=O)Oc1cc(N)n(S(=O)(=O)c2ccccc2)n1,i,13,-0.09,1472,-0.9,1027,-14,574,3%,0.27,-0.18,0.71,0.4,i,39,-2.0%,1.9,2.3,5.3
NC(=O)COC(=O)c1ccc(-c2ccc(O)cc2)cc1,/,/,-0.16,1403,-0.5,1117,21,724,-7%,0.49,-0.097,0.13,-0.17,i,31,/,/,/,/
CCc1nnc(NS(=O)(=O)c2ccc(NS(=O)(=O)c3ccc(NC(C)=O)cc3)cc2)s1,i,27,/,/,/,/,12,754,-10%,-0.94,-0.16,0.19,0.67,/,/,-1.1%,2.1,1.4,8.4
Cn1c(=O)c(C(=O)CN2CCCc3ccccc32)c(N)n(Cc2ccccc2)c1=O,i,20,0.36,1061,-1.5,939,/,/,-4%,0.37,0.37,0.86,0.74,i,51,/,3.6,1.7,8.0
CCOc1ccc(-n2c(Cc3cc(=O)[nH]c(=O)[nH]3)nnc2SC(C)C(=O)OC)cc1 (stereo unspecified),i,31,-0.85,1018,/,/,/,/,-4%,0.28,-0.23,0.25,0.29,i,47,-0.8%,4.3,2.4,7.2
O=C(Nc1ccc(Br)cc1)c1ccc(CSC2=NCCS2)cc1,i,6,0.31,1092,2.0,1377,/,/,-1%,-0.3,0.12,-0.33,0.51,i,12,-2.0%,1.3,1.5,9.2
CC(=O)N(CCP(=O)(c1ccccc1)c1ccccc1)Cc1ccco1,i,12,0.71,1043,0.7,818,/,/,9%,0.24,-0.32,0.52,-0.87,i,52,3.0%,5.8,2.5,0.7
CCOc1cc(CO)ccc1OCC(=O)N1CCCCC1,i,31,0.36,901,-4.2,1159,8,806,15%,1.1,-0.19,0.69,0.0089,i,6,-0.3%,3.0,4.1,16
C/C(=N\OCC(=O)N/N=C/c1ccccc1)c1cccs1,i,-5,0.83,878,/,/,-4,726,7%,0.081,0.31,0.28,-0.37,i,54,-1.6%,1.5,1.0,4.5
O=C(COC(=O)CCC(=O)c1ccc(Cl)cc1)NC1CC1,i,-14,0.56,965,7.9,916,-5,653,15%,1.9,-0.21,0.54,-0.23,i,59,-0.8%,4.7,1.4,4.0
CCCCOc1ccc(C(=O)Nc2ccc(SC(F)F)cc2)cc1OC,i,-2,-0.15,1415,-4.7,561,16,733,-7%,0.2,-0.19,0.42,-1.3,i,43,-1.0%,2.6,1.4,12

# Another view of 3 compounds above:
smiles	Autophagy mod	Autophagy mod cell loss 18 h	Ins promoter up	Ins promoter up cell count	bCat nuc transl	bCat nuc transl cell count 5 µM	Lipid droplet	Lipid droplet cells 6.5 µM	PhoP inhibition	Dynein transport	Dynein transport cytoplasmic EGFP	Dynein transport nuclear GR-EGFP	Dynein transport cell count	T cell modulator	T cell modulator vesicle-bound %	ER stress rescue	MT stabilizer	MT stabilizer Hoechst-high %	MT stabilizer cytotoxicity %
CCc1nnc(NS(=O)(=O)c2ccc(NS(=O)(=O)c3ccc(NC(C)=O)cc3)cc2)s1	i	27	/	/	/	/	12	754	-10%	-0.94	-0.16	0.19	0.67	/	/	-1.1%	2.1	1.4	8.4
CC(=O)N(CCP(=O)(c1ccccc1)c1ccccc1)Cc1ccco1	i	12	0.71	1043	0.7	818	/	/	9%	0.24	-0.32	0.52	-0.87	i	52	3.0%	5.8	2.5	0.7
C/C(=N\OCC(=O)N/N=C/c1ccccc1)c1cccs1	i	-5	0.83	878	/	/	-4	726	7%	0.081	0.31	0.28	-0.37	i	54	-1.6%	1.5	1.0	4.5
